Rab9 prom act: Rab9 promoter activation; Huh7 Rab9 promoter-luciferase reporter, luminescence, 24 h; Potency, µM (highest dose often 9.22 µM), for inactives: at the highest dose activation, negative = inhibition, most hits filed as activators; hit rate 2.8% among 320,000; further: % of control where 0% means no effect; nearly all actives have a fitted effect of over 60% in size
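Huh7 reporter line, Rab9 promoter upstream of luciferase. Compound exposure 24 h at 37 °C in reduced-serum medium with 10% FBS. Read-out: luminescence.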
NPC1 prom act: activators of NPC1 promoter; Huh7 NPC1 promoter luciferase reporter, 24 h; Potency, µM (series often up to 9.22 µM), without a hit: top-dose activation, actives largely listed as activators; hit rate 2.4% among 320,000; AID 485313;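 further: % of control where 0% means no effect; nearly all actives have a fitted effect of over 60% in size; reporter is driven by a mutant NPC1 promoter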
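Huh7 cells stably carrying NPC1 promoter–luciferase, plated in Opti-MEM with 10% FBS for 2 h, were exposed to compound in DMSO for 24 h at 37 °C; luciferase reagent was added for 10 min and luminescence read.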
ELG1 genotox: inducers of genotoxicity in HEK293T ELG1-luciferase cells | Potency, µM (series often up to 46 µM), for the others: at the highest dose activity change, positive = activation, hits mostly activators | AID 504466 | hit rate 1.3% among 330,000 | HEK293T ELG1-luciferase reporter, luminescence, 16 h; further: % of control where 0% means no effect; nearly all actives have a fitted effect of over 60% in size
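Luminescence read-out: rising ELG1-luciferase signal, reflecting elevated ELG1 protein under genetic stress, flags genotoxic compounds. Cells were treated for 16 hr at 37 °C before ONE-Glo detection.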
FLuc counter: inhibits or activates purified firefly luciferase, miR-21 counter-screen | P08659 | purified FLuc, Km substrates, luminescence inhibition | Potency, µM (highest dose often 57.5 µM), inactives show at the highest dose activity change, negative = inhibition, actives largely listed as inhibitors | hit rate 6.9% among 360,000 | AID 588342;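 further: plate controls were vehicle for no effect and reference inhibitor for full effect; nearly all actives have a fitted effect of over 55% in size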
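Biochemical qHTS of compounds, final roughly 60 µM downward over six points, against 10 nM purified firefly luciferase using Km concentrations of substrates (10 uM D-luciferin, 10 uM ATP) in Tris acetate pH 7.5 buffer; luminescence output.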
RORgamma inh: blocks mouse ROR gamma transcriptional activity | P51450 | Drosophila S2 Gal4-RORgamma UAS-luciferase reporter, 20 h | hit rate 5.4% among 310,000 | Potency, µM (titrated, usually from 53.6 µM), without a hit: at the top dose activity change, negative = inhibition, actives largely listed as inhibitors | AID 2551; further: on the % scale 0 is the no-effect control and ±100 the full control effect; nearly all actives have a fitted effect of over 60% in size
Target sequence (P51450 whole entry, looked up, the tested form may be a part): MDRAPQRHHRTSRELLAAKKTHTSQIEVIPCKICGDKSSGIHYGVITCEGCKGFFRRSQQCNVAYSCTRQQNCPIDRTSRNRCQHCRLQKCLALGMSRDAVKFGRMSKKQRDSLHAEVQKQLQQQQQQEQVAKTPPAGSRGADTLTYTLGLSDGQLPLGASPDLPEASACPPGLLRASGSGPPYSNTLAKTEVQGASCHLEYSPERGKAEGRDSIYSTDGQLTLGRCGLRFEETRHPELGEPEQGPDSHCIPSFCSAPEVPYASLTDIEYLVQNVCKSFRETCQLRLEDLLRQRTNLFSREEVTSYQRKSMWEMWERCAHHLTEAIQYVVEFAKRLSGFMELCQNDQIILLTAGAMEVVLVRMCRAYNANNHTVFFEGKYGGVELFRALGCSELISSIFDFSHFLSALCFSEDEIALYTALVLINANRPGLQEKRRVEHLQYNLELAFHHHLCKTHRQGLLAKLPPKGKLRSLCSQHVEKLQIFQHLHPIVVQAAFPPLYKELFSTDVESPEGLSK
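A Gal4/UAS one-hybrid system in insect cells: metallothionein-promoter Gal4–ROR gamma fusion plus Photinus luciferase reporter. Copper sulfate 700 uM final, 20 hr ambient incubation, luminescent detection after 10 min with reagent.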
p53 reactivator: re-activators of mutant p53; Potency, µM (highest dose often 92.2 µM), without a hit: top-dose activity change, positive = activation, hits mostly activators; hit rate 0.063% among 320,000; H1299 p53-A138V BP100-luciferase reporter, luminescence, 24 h; further: % of control where 0% means no effect; nearly all actives have a fitted effect of over 45% in size
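p53-null H1299 cells stably carrying temperature-sensitive p53-A138V and a BP100-luciferase reporter were pinned with compounds (4-point, 1:5 series) and held 24 hrs at 37 deg C. Luminescence was read 10 min after detection reagent.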
MBNL1 CUG block: blocks human MBNL1 binding to CUG repeat RNA. Q9NR56. TR-FRET MBNL1-His/biotin-(CUG)12 binding, 665/545 ratio. Potency, µM (series often up to 57.5 µM), for the others: at the highest dose activity change, negative = inhibition, hits mostly inhibitors. hit rate 0.036% among 280,000. AID 2675; active means well fitted inhibition curve with a large enough effect in the signal ratio, with a control signal flat, not every such curve was filed as active; inconclusive means small, poorly fitted or top-dose-only effect, or effect the other way, or a change in a side signal; inactive means no such curve, though single readings can be large or run the other way; the % refers to the signal ratio; further: on the % scale 0 is the no-effect control and ±100 the full control effect
Target sequence (Q9NR56 whole entry, looked up): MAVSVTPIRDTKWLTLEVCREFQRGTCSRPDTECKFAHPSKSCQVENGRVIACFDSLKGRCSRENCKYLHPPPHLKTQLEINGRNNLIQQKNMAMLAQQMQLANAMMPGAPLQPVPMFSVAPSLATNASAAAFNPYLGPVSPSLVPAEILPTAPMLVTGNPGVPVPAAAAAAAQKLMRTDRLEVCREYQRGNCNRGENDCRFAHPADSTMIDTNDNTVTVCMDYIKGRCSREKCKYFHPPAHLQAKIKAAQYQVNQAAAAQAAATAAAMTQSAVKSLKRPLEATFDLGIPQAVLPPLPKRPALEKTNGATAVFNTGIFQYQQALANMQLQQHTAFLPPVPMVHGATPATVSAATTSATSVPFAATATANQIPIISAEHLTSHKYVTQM
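Ratiometric TR-FRET (665 over 545 nm, excitation 340 nm) tracks disruption of MBNL1-His/biotin-(CUG)12 complex after 60 min at room temperature, with compounds at 92 nM to 58 uM final.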
uPA surface inh: inhibitors of cell surface uPA generation. cell surface uPA generation assay, qHTS. Potency, µM (titrated, usually from 38.3 µM), inactives show top-dose activity change, negative = inhibition, most hits filed as inhibitors. hit rate 0.31% among 330,000. AID 540303; active means well fitted inhibition curve with a large enough effect; inconclusive means small, poorly fitted or top-dose-only effect; inactive means no such curve, though single readings can be large or run the other way; tested in mouse RAW 264.7 cells; further: on the % scale 0 is the no-effect control and ±100 the full control effect; nearly all actives have a fitted effect of over 55% in size
VP16 counter: inhibits Gal4-VP16 luciferase reporter, ROR gamma counter-screen | Drosophila S2 Gal4-VP16 UAS-luciferase, luminescence, 20 h | Potency, µM (doses to about 53.6 µM), inactives show at the highest dose activity, negative = inhibition, usual class: inhibitors | hit rate 3.5% among 310,000 | AID 2546;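 further: Gal4-VP16 expression switched on by copper sulfate through the metallothionein promoter; on the % scale 0 is the no-effect control and ±100 the full control effect; nearly all actives have a fitted effect of over 50% in size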
BRCA1 expr act: increases BRCA1 expression. MCF7-BRCA1-FFLuc reporter, luminescence, 48 h; response scale: scaled: vehicle 0%, 10 µM genistein 100%. Potency, µM (top dose mostly 46.1 µM), for inactives: at the top dose activation, actives largely listed as activators. hit rate 1.1% among 380,000; further: nearly all actives have a fitted effect of over 80% in size; some results filed as inactive show a strong effect at the top dose
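48 h compound treatment of MCF7-BRCA1-FFLuc cells (phenol-red free MEM, 37 °C), then 15 min with luciferase substrate and luminescence imaging.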
An asterisk follows results filed as active; u = inconclusive; x = no result given. Unless noted, the call rests on the fitted dose curve; in most records, active means well fitted curve in the direction sought with a large enough effect; inconclusive means small, poorly fitted or top-dose-only effect, or another doubt; inactive means no such curve, though single readings can be large; an effect the other way counts as inactive or inconclusive. Potency means the concentration at half of the fitted maximal effect.

Results follow in this order: Rab9 prom act | NPC1 prom act | ELG1 genotox | FLuc counter | RORgamma inh | p53 reactivator | MBNL1 CUG block | uPA surface inh | VP16 counter | BRCA1 expr act
- Cc1cc(C)c(C)c(S(=O)(=O)Nc2ccccc2C(=O)NCCCN2CCOCC2)c1C
 : -2% | -4% | -5% | 1% | 5% | 3% | 11% | -4% | 6% | -2%
- CCCCCCc1ccc(N2C[C@H](Cc3ccccc3)[C@@H](CC(=O)Nc3ccccc3)C2=O)cc1
 : 0% | -2% | -7% | -7% | -8% | x | 0% | 20% | -4% | -10%
- O=S(=O)(NC1CCCCC1N1CCCCC1)c1ccccc1 (stereo unspecified)
 : 0% | -4% | -1% | 0% | 9% | -1% | 0% | 6% | -1% | 1%
- Cn1nc(C(=O)NCCc2ccc(Cl)cc2)c2c1-c1ccccc1S(=O)(=O)C2
 : -4% | -6% | -15% | 1% | u | -6% | 1% | -1% | -11% | 0%
- NS(=O)(=O)c1ccc(NC(NC(=O)c2cccnc2)C(Cl)(Cl)Cl)cc1 (stereo unspecified)
 : 2% | -8% | -7% | 2% | 17% | 39% | -3% | 6% | 3% | 3%
- Cc1cc(C)c2c(CN3CCCCC3C)cc(=O)oc2c1 (stereo unspecified)
 : -6% | -1% | 5% | -19% | -1% | 10% | 3% | -2% | -10% | -26%
- CN(CC(=O)Nc1cccc(F)c1)CC(=O)Nc1ccccc1-c1ccccc1
 : x | x | -3% | x | x | -9% | x | -12% | x | -32%
- COc1ccc(NC(=O)CN(C)C(=O)Cc2ccc3c(c2)OCCO3)cc1
 : -9% | -1% | 1% | 4% | x | -3% | x | 3% | x | 22%
- O=C(NC1=NCCS1)[C@H](Cc1ccccc1)N1C(=O)c2ccccc2C1=O
 : -3% | 1% | 1% | 3% | -35% | 2% | 2% | -4% | 12% | 2%
- COCCn1c(C)cc(/C=C2/SC(=O)N(CC(=O)N3CCCC3)C2=O)c1C
 : 16% | 2% | 17% | 19µM* | 16% | 11% | u | -1% | 7% | 2%
- COc1cc(NS(=O)(=O)c2ccc3[nH]c(=O)oc3c2)cc(OC)c1
 : -7% | -1% | -4% | -18% | 16% | 1% | -11% | 1% | 2% | 0%
- CCSC1=NCCN1C(=O)c1ccc(S(=O)(=O)N(CC)CC)cc1
 : -2% | -9% | -5% | -4% | 1% | 1% | -2% | 0% | 5% | -18%
- CCOC(=O)c1ccc(S(=O)(=O)N2CCN(CCC#N)CC2)cc1
 : -2% | -2% | -8% | 10% | u | 3% | -1% | -3% | 0% | 5%
- CCOC(=O)c1sc(=NC(=O)c2ccc(Cl)s2)n(C)c1C
 : u | u | 1.2µM* | 0.67µM* | 9% | 7% | -3% | 6% | u | 4%
- Cc1ccc(S(=O)(=O)N2CCN(C(=O)C3CSC4(C)CCC(=O)N34)CC2)cc1C (stereo unspecified)
 : -4% | -2% | -3% | -4% | x | 0% | x | 10% | x | -27%

Taken from above for reference:
Results follow in this order: Rab9 prom act | NPC1 prom act | ELG1 genotox | FLuc counter | RORgamma inh | p53 reactivator | MBNL1 CUG block | uPA surface inh | VP16 counter | BRCA1 expr act
- Cc1cc(C)c(C)c(S(=O)(=O)Nc2ccccc2C(=O)NCCCN2CCOCC2)c1C
 : -2% | -4% | -5% | 1% | 5% | 3% | 11% | -4% | 6% | -2%
- CCCCCCc1ccc(N2C[C@H](Cc3ccccc3)[C@@H](CC(=O)Nc3ccccc3)C2=O)cc1
 : 0% | -2% | -7% | -7% | -8% | x | 0% | 20% | -4% | -10%

Structures above that contain nitrogen in an aromatic ring (five):
Results follow in this order: Rab9 prom act | NPC1 prom act | ELG1 genotox | FLuc counter | RORgamma inh | p53 reactivator | MBNL1 CUG block | uPA surface inh | VP16 counter | BRCA1 expr act
- Cn1nc(C(=O)NCCc2ccc(Cl)cc2)c2c1-c1ccccc1S(=O)(=O)C2
 : -4% | -6% | -15% | 1% | u | -6% | 1% | -1% | -11% | 0%
- NS(=O)(=O)c1ccc(NC(NC(=O)c2cccnc2)C(Cl)(Cl)Cl)cc1 (stereo unspecified)
 : 2% | -8% | -7% | 2% | 17% | 39% | -3% | 6% | 3% | 3%
- COCCn1c(C)cc(/C=C2/SC(=O)N(CC(=O)N3CCCC3)C2=O)c1C
 : 16% | 2% | 17% | 19µM* | 16% | 11% | u | -1% | 7% | 2%
- COc1cc(NS(=O)(=O)c2ccc3[nH]c(=O)oc3c2)cc(OC)c1
 : -7% | -1% | -4% | -18% | 16% | 1% | -11% | 1% | 2% | 0%
- CCOC(=O)c1sc(=NC(=O)c2ccc(Cl)s2)n(C)c1C
 : u | u | 1.2µM* | 0.67µM* | 9% | 7% | -3% | 6% | u | 4%

Later entries:
Results follow in this order: Rab9 prom act | NPC1 prom act | ELG1 genotox | FLuc counter | RORgamma inh | p53 reactivator | MBNL1 CUG block | uPA surface inh | VP16 counter | BRCA1 expr act
- NNc1nc2sc3c(c2c(=O)n1Cc1ccccc1)CCC3
 : 17% | -4% | 6% | 6.7µM* | -1% | 2% | 8% | -1% | 9% | -10%
- CCN(CC(=O)NCc1cccs1)C(=O)COc1ccc(C(C)=O)cc1
 : 1% | -4% | 1% | 0% | x | -16% | x | -3% | x | 12%
- COc1ccc(-n2nnnc2SCC(=O)NC2CCCC2)cc1OC
 : 0% | -4% | 10% | -1% | 1% | -2% | 5% | -2% | 0% | 4%
- CC(C)c1nnc(NC(=O)CN(C)S(=O)(=O)c2ccc3c(c2)OCCO3)s1
 : -2% | -10% | -4% | 2% | u | -4% | -8% | -4% | 0% | -7%
- O=C(NCc1ccccn1)c1cccc(NS(=O)(=O)c2ccccc2)c1
 : -5% | -3% | 0% | -1% | x | -5% | x | 1% | x | -9%
- O=C(CSc1nc(-c2ccccc2)c(-c2ccccc2)o1)Nc1nnc(-c2ccccc2)s1
 : -8% | 1% | 0% | 2% | u | 13% | -7% | 3% | -20% | -5%
- O=C1CN(C(=O)CSc2nncn2-c2ccccc2)c2ccccc2N1
 : 6% | -3% | 0% | 1% | -10% | -5% | 0% | 2% | 1% | -5%
- COc1ccc(S(=O)(=O)N2CCOC23CCN(S(=O)(=O)c2ccc(F)cc2)CC3)cc1
 : -2% | -4% | -2% | 5% | x | -2% | x | -7% | x | -16%
- CC1(C)CC2(CC(c3ccccc3)c3ccc(O)cc3O2)NC(=S)N1 (stereo unspecified)
 : -15% | 0% | -5% | 0% | 11µM* | 0% | -6% | 6% | -9% | -31%
- C=CCn1c(SCc2cc([N+](=O)[O-])cc3c2OCOC3)nc2cc(C(=O)O)ccc2c1=O
 : 1% | 0% | 3% | 2% | -3% | -2% | x | 3% | 5% | -5%
- COc1ccccc1/C=C/C(=O)OCC(=O)NNC(=O)c1ccccc1
 : -1% | 0% | 2% | -6% | -11% | -2% | u | 6% | 0% | -21%
- CN(C)S(=O)(=O)c1ccc(C(=O)Oc2coc(CSc3ncccn3)cc2=O)cc1
 : -3% | -2% | 3% | 0% | -2% | 1% | -1% | 10% | -13% | 1%
- COC(=O)C1=C(C)N=C2SC(C#N)=C(N)N2C1c1ccc(OCc2ccccc2)cc1 (stereo unspecified)
 : 2% | 0% | -6% | -9% | 15% | 0% | 11% | 7% | -6% | -15%
- Cc1cccnc1N(C(=O)Nc1ccccc1)C1=NCC(C)(C)S1
 : 4% | 17% | 2% | -2% | 10µM* | -2% | 3% | -3% | u | 17%
- COc1ccccc1C1CC(=O)n2c(nc(-c3ccccc3)c2-c2ccccc2)S1 (stereo unspecified)
 : -5% | -1% | -1% | 2% | -33% | -12% | -16% | 7% | 7% | -23%

Other structures.
Results follow in this order: Rab9 prom act | NPC1 prom act | ELG1 genotox | FLuc counter | RORgamma inh | p53 reactivator | MBNL1 CUG block | uPA surface inh | VP16 counter | BRCA1 expr act
- Cc1occc1C(=O)NNC(=O)c1nn(C)c(=O)c2ccccc12
 : -3% | -2% | 2% | -3% | 9% | -1% | x | 1% | 6% | -16%
- CC1CCCC(NC(=O)c2cc(S(=O)(=O)N3CCCCC3)ccc2Cl)C1C (stereo unspecified)
 : -11% | -6% | -4% | 2% | x | 3% | x | 2% | x | -14%
- CCOc1ccccc1N(C)C(=O)C1CCN(S(=O)(=O)c2cccc3nonc23)CC1
 : 2% | 2% | 0% | 2% | -1% | -1% | u | 5% | 2% | -19%
- O=C(c1cnn(C(=O)c2cccc(S(=O)(=O)N3CCOCC3)c2)c1)c1ccccc1O
 : 14% | -11% | -7% | -14% | 6% | -3% | -3% | 1% | 25% | -1%
- O=C(c1cccnc1)N1CCCC(Nc2ccc(F)cc2)C1 (stereo unspecified)
 : -2% | 1% | -7% | 6% | 1% | 13% | -5% | 0% | -20% | -5%
- O=C(NCC1CCCO1)c1cn(-c2ccccc2)nc1-c1ccc(F)cc1 (stereo unspecified)
 : 7% | 3% | -2% | 11µM* | 19% | 2% | -2% | 0% | 11% | 19%
- O=C1N(CN2CCN(Cc3ccccc3)CC2)c2ccccc2C12OCCCO2
 : 4% | -1% | 0% | 3% | -9% | -3% | -7% | -7% | 10% | 5%
- NNC(=O)c1nc[nH]c1C(=O)Nc1ccccn1
 : -4% | -8% | 0% | 1% | u | 0% | -8% | 18% | 3% | -8%
- Cc1ccc2nc(SCn3nnc4ccccc4c3=O)[nH]c2c1
 : 1.8µM* | 2.5µM* | u | 4.8µM* | -5% | x | 10% | 5% | 9% | u
- CSc1nc(-c2ccccc2)c(C#N)c(=O)[nH]1
 : -3% | 0% | -2% | -1% | 6% | 2% | 10% | 1% | -12% | -4%
